SNCA expr inhib – SNCA gene expression inhibition; AID 1671194; actives 0.17% (n = 140,000); HEK-293 SNCA-luciferase knock-in, luminescence, 24 h; Potency, µM (series often up to 57.2 µM), for inactives: at the highest dose activity change, negative = inhibition, actives largely listed as inhibitors;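 note: potency is the fitted concentration of half-maximal effect; plate controls were DMSO cells for no effect and cell-free wells for full effect; nearly all actives have a fitted effect of over 45% in size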
HEK293 tox – cytotoxic compounds in HEK 293 cells; HEK 293 viability, ATP luminescence (CellTiter-Glo), 48-72 h; Potency, µM (highest dose often 115 µM), without a hit: at the top dose activity change, negative = cytotoxicity, actives largely listed as inhibitors; actives 6.6% (n = 94,000); note: potency is the fitted concentration of half-maximal effect; nearly all actives have a fitted effect of over 60% in size
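HEK 293 cells seeded at 250 cells/well were exposed to compound for 48 or 72 hr at 37 degree Celsius. Viability taken as ATP content by CellTiter-Glo luminescence.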
NIH3T3 tox – cytotoxic compounds in NIH 3T3 cells | NIH 3T3 viability, CellTiter-Glo ATP luminescence, 48-72 h | Potency, µM (top dose mostly 96.7 µM), for inactives: at the top dose activity change, negative = cytotoxicity, usual class: inhibitors | actives 4.3% (n = 94,000); note: potency is the fitted concentration of half-maximal effect; nearly all actives have a fitted effect of over 55% in size
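NIH 3T3 cells at 400 cells/well received 23 nL of compound by pintool and were incubated 48 or 72 h at 37 °C. Viability was read as ATP-coupled CellTiter-Glo luminescence.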
Luciferase inh – blocks purified firefly luciferase enzyme activity; Potency, µM (top dose mostly 115 µM), without a hit: top-dose activity change, negative = inhibition, usual class: inhibitors; actives 2.5% (n = 76,000); P08659; purified P. pyralis luciferase, luminescence, biochemical; note: potency is the fitted concentration of half-maximal effect; nearly all actives have a fitted effect of over 65% in size
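Biochemical qHTS: compound (6-point titration) added to 10uM D-luciferin plus 10uM ATP in Tris acetate pH 7.5 buffer with Mg, Tween-20 and BSA, then purified enzyme at 10nM; light output imaged.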
SNCA viab count – counter-screen for SNCA expression inhibitors: cell viability. actives 0.12% (n = 150,000). HEK-293-SNCA-luc viability, GF-AFC fluorescence, 24 h. AID 1671193. Potency, µM (highest dose often 57.1 µM), inactives show at the highest dose activity change, negative = cytotoxicity, actives largely listed as cytotoxic;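 note: potency is the fitted concentration of half-maximal effect; 0% = DMSO-treated cells and -100% = medium-only wells without cells; nearly all actives have a fitted effect of over 30% in size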
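Cytotoxicity counterscreen: after 24 h compound treatment of genome-edited SNCA-luciferase HEK-293 cells, live-cell protease substrate GF-AFC read by fluorescence after 30 min; activity scaled between DMSO (0%) and medium-only (-100%), curves Hill-fitted.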
IP6K1 inh – blocks human inositol hexakisphosphate kinase 1. actives 0.81% (n = 140,000). IP6K1 kinase, ADP-Glo luminescence, 2 h; active compounds read low. Q92551. activity change, % (series mostly up to about 58 µM); in the data active = activity change below about -25%
Target sequence (Q92551 whole entry, looked up): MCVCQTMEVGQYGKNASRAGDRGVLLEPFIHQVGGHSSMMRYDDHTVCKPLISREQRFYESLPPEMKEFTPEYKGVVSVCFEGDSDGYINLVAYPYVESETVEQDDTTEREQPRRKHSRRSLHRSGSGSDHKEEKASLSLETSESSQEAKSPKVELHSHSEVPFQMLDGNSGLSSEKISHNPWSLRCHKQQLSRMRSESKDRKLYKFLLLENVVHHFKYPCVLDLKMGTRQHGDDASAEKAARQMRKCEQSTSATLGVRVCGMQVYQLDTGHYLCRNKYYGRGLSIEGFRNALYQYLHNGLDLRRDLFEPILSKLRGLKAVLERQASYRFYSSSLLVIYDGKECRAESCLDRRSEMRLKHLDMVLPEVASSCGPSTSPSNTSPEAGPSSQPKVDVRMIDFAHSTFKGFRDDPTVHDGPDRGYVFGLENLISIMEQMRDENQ
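ADP-Glo luminescence measures ADP made by human IP6K1 during a 2 h RT reaction with ATP/IP6 (mix at 1.3 mM/130 uM); top library doses 57.5 and 19.1 uM final.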
GPT2 inhibitor – GPT2 alanine aminotransferase inhibition | Recombinant GPT2, coupled pyruvate oxidase/HRP Amplex Red fluorescence | actives 0.25% (n = 100,000) | Potency, µM (titrated, usually from 57.7 µM), for inactives: at the top dose activity change, negative = inhibition, actives largely listed as inhibitors; note: potency is the fitted concentration of half-maximal effect; nearly all actives have a fitted effect of over 60% in size; many of its hits are not listed in these tables
Target sequence (Q8TD30 whole entry, looked up): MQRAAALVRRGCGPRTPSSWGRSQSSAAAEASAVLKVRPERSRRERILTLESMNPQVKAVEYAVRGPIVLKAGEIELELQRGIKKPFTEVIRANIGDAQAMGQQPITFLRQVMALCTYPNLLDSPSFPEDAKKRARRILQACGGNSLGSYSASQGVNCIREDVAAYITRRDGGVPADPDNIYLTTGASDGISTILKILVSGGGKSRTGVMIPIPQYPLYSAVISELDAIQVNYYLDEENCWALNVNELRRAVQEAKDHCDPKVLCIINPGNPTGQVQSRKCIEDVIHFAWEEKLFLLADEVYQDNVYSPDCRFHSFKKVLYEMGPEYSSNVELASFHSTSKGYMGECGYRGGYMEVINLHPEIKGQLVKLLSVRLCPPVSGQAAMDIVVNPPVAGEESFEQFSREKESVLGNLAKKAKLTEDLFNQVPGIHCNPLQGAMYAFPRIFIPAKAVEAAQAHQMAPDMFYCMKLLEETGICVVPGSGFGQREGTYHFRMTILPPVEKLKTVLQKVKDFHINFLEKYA
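Recombinant GPT2 (10ng/uL) with 250uM a-KG and 2mM L-alanine, 30 min at room temperature, in HEPES pH 7.5 buffer. Pyruvate detected by pyruvate oxidase/HRP/Amplex Red fluorescence after 30 min in the dark; AOA (50uM) as positive control.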
The depositor's hits bear a star; i = inactive; ? = inconclusive; . = not tested or not shown; & = joins results of further samples; [ ] = remark or other dose. Unless noted, calls come from the whole dose curve; as a rule, active = well fitted curve in the direction sought with a large enough effect; inconclusive = small, poorly fitted or top-dose-only effect, or another doubt; inactive = no such curve, though single readings can be large; an effect the other way counts as inactive or inconclusive. Unless noted, % is set by controls: 0 for no effect and ±100 for the full control effect. This is a subset; count on the stated rates, not on these rows.

A first look, seven compounds:
SMILES | SNCA expr inhib | HEK293 tox | NIH3T3 tox | Luciferase inh | SNCA viab count | IP6K1 inh | GPT2 inhibitor
CC(C)c1nnc(C2CN(C(=O)c3ccc(F)cc3)CC23CCOCC3)o1 (centres undefined) | -12% | -3% | -1% | -3% | 6% | 15 | -17%
Cc1cccc(N2CCN(c3nccc(-c4ccccn4)n3)CC2)n1 | 13% | ? | -5% | ? | 3% | -5 | 2%
COc1cccc(-c2cc(C(=O)N(C)c3ccccc3)c3cnn(C)c3n2)c1 | . | ? | ? | . | . | 5 | .
O=C1NC(C(=O)NCc2ccco2)Cn2cccc21 (centres undefined) | ? | -23% | -23% | 7% | 9% | -2 | i
O=C(Nc1ccc2c(c1)CCC2)c1nnn2c1COC(c1ccc(F)cc1)C2 (centres undefined) | 14% | -19% | 1% | ? | -18% | -7 | -8%
Cc1c(C(=O)NCc2ccccc2)sc2nc3n(c(=O)c12)CCCCC3 | 46%[activator] | . | . | . | -2% | 5 | .
Cc1cc(NC(=O)c2ccc3c(c2)N(C)C2CCCCN2C3=O)ccc1Cl (centres undefined) | 245%[activator] | ? | -24% | 25µM* | 28%[12.5 µM] | -1 | i

Results, from the start:
SMILES | SNCA expr inhib | HEK293 tox | NIH3T3 tox | Luciferase inh | SNCA viab count | IP6K1 inh | GPT2 inhibitor
CC(C)c1nnc(C2CN(C(=O)c3ccc(F)cc3)CC23CCOCC3)o1 (centres undefined) | -12% | -3% | -1% | -3% | 6% | 15 | -17%
Cc1cccc(N2CCN(c3nccc(-c4ccccn4)n3)CC2)n1 | 13% | ? | -5% | ? | 3% | -5 | 2%
COc1cccc(-c2cc(C(=O)N(C)c3ccccc3)c3cnn(C)c3n2)c1 | . | ? | ? | . | . | 5 | .
O=C1NC(C(=O)NCc2ccco2)Cn2cccc21 (centres undefined) | ? | -23% | -23% | 7% | 9% | -2 | i
O=C(Nc1ccc2c(c1)CCC2)c1nnn2c1COC(c1ccc(F)cc1)C2 (centres undefined) | 14% | -19% | 1% | ? | -18% | -7 | -8%
Cc1c(C(=O)NCc2ccccc2)sc2nc3n(c(=O)c12)CCCCC3 | 46%[activator] | . | . | . | -2% | 5 | .
Cc1cc(NC(=O)c2ccc3c(c2)N(C)C2CCCCN2C3=O)ccc1Cl (centres undefined) | 245%[activator] | ? | -24% | 25µM* | 28%[12.5 µM] | -1 | i
Cc1cccc(C)c1NC(=O)N(C)CC1CCOC1 (centres undefined) | 25% | -1% | i | -3% | 6% | 31 | -1%
COc1cccc(-c2ccc(NC(=O)C3=C(C(=O)O)CCC3)c(F)c2)c1 | 105%[activator] | . | . | . | -10%&-3% | -27* | -6%
CC(C)C[C@@H](NC(=O)C1=C[C@@H](NC(=O)c2ccccc2Br)[C@@H](O)[C@H](O)C1)C(N)=O | -29% | 3% | i | -5% | -2% | -11 | 1%
CCc1cn[nH]c1C1CCCN(C(=O)c2cnn(-c3ccccc3OC)c2)C1 (centres undefined) | 30%[activator] | ? | ? | -15% | 12% | 1 | i
CN(C)c1ccc(NC(=O)Cn2nc3n(c2=O)CCCCC3)cc1 | 27% | 2% | -8% | 6% | 4% | 23 | ?
CCn1c(SCC(=O)Nc2ccccc2C(=O)OC)nc2ccsc2c1=O | 3% | . | . | . | 10% | 29 | .
NCCc1ccn[nH]1 | 6%[25.6 µM] | . | . | . | 20%[23.9 µM] | 27 | i
Cc1nc2cccnc2n1CC1CCCN(S(=O)(=O)Cc2ccc(Cl)cc2)C1 (centres undefined) | -8% | 32µM* | ? | 6% | -11% | 5 | -21%
CC(=O)NC[C@H]1OC[C@@H](NC2CCCC2)[C@@H]1O | -14%[87.6 µM] | 4%[230 µM] | i | 0%[230 µM] | 4%[87.6 µM] | -10 | -3%[88.5 µM]
O=C(O)c1cccc(C2CCCN(C(=O)c3c(F)cccc3Cl)C2)c1 (centres undefined) | -12% | -22% | ? | 1% | 7% | 2 | i
O=C(OCc1ccccc1)N1CCCC2(C1)C(=NC1CCCC1)NC(=O)N2c1cc(F)cc(F)c1 (centres undefined) | -15% | ? | ? | -12% | -14% | -16 | i
CCCCCOc1ccc(C2c3c(oc4ccccc4c3=O)C(=O)N2c2nc(C)c(C)s2)cc1OCC (centres undefined) | -15% | . | . | . | -5% | -14 | .
CC(C)NC(=O)C[C@@H]1C[C@H]2O[C@H](CNC3CCCCC3)[C@@H](O)[C@H]2O1 | 20%[87.6 µM] | 4%[172 µM] | 1%[174 µM] | 0%[172 µM] | 3%[87.6 µM] | 1 | i
COc1ccc(NC(=O)[C@@H]2C[C@@H](c3ccc(F)cc3)N(CCOc3ccccc3)C2)cn1 | -25%[87.6 µM] | 40µM* | 45µM* | 5%[172 µM] | -26%[87.6 µM] | -7 | 0%[88.5 µM]
Fc1ccccc1-c1nnc([C@H]2CCN(Cc3ccccc3)C2)o1 | 63%[activator][87.6 µM] | -22%[172 µM] | ? | ? | -1%[87.6 µM] | -7 | -7%[88.5 µM]
CC(NC(=O)c1ccc2c(c1)sc1nc(-c3ccc(F)cc3)cn12)C12CC3CC(CC(C3)C1)C2 (centres undefined) | 65%[activator] | . | . | . | -2% | 18 | .
NCCN1C(=O)CO[C@H](c2ccc(NC(=O)C3CCOCC3)cc2)[C@H]1CO | -26%[87.6 µM] | i | i | -5%[172 µM] | 3%[87.6 µM] | 6 | i
COc1cc(CN2CCC(C)(NC(C)=O)CC2)cc(NCc2ccccc2)c1 | 18%[87.6 µM] | ? | -10%[138 µM] | -24%[172 µM] | 8%[87.6 µM] | -13 | 0%[88.5 µM]
CSc1ncc(Cl)c(C(=O)N(Cc2ccc(C)cc2)C2CCS(=O)(=O)C2)n1 (centres undefined) | 12% | . | . | . | 3% | -15 | .
O=C1N(C2CCN(Cc3ccncc3F)CC2)C(c2ccncc2)C12CCCCC2 (centres undefined) | -19% | -11% | -16% | -12% | -4%[12.5 µM] | -7 | i
COC(=O)C1=C(C)N=C2SC=C(CC(=O)N3CCCC3)N2C1c1ccccc1Cl (centres undefined) | 37%[activator] | ? | -10% | -3% | 12% | -8 | i
CCN(CC)c1cc(CCC(=O)NCCOC)ccn1 | 30% | -5% | -11% | -6% | 13% | -8 | 3%
O=c1[nH]nc(CNCC2(O)CCCNC2)c2ccccc12 (centres undefined) | -4% | ? | -18% | -3% | -1% | 24 | -14%
COc1ccccc1-c1nc2nccc(-c3ccncc3)n2n1 | 10% | 8% | ? | -20% | -7% | -3 | i
Cc1c(C(=O)OC2CCCCC2)[nH]c2c1C(=O)CC(c1ccccc1)C2 (centres undefined) | -12% | . | . | . | -19% | 3 | .
CNCCN1C(=O)CC[C@H]2CN(C(=O)COc3cccnc3)CC[C@H]21 | 5% | i | 3% | 4% | -3% | -1 | -12%
O=C(NCc1ccc(F)cc1)N1CCCCCC1c1nc(-c2ccncc2)no1 (centres undefined) | -10% | -15% | -27% | 21% | -1% | -3 | i
Cc1ccc(NC(=O)Cn2c(=O)c3cc(Cl)ccc3n3nncc23)cc1 | -16% | . | . | . | 2% | 0 | .
COCC(=O)N1CCN(C(=O)CSCC(=O)O)C[C@H]1C(=O)N[C@H]1CCCNC1=O | ? | -6%[172 µM] | i | -2%[172 µM] | 2%[87.6 µM] | 25 | -6%[88.5 µM]
COc1ccccc1NC(=O)CCn1cc(-c2nccn2C)nn1 | -18% | 2% | 2% | 1% | 8% | 18 | 1%[11.5 µM]
CC(C)(C)NC(=O)N1CCC(C(=O)O)CC1 | -10% | . | . | . | -2% | 4 | .
Cc1noc(C)c1-c1cc2cc(CO)oc2c(-c2ccc(F)c(Cl)c2)n1 | -25%[87.6 µM] | 50µM* | 22µM* | -9%[172 µM] | -24%[87.6 µM] | -6 | 0%[88.5 µM]
Cc1ncc(CO)c(CN2CCCCC23Cc2ccccc2CNC3=O)c1O (centres undefined) | -14% | -3% | -5% | . | 3% | -12 | ?
COc1ccc(CCNC(=O)CN2C(=O)NC(c3ccc(Cl)cc3)C3=C2COC3=O)cc1OC (centres undefined) | -27% | ? | ? | -3% | -24% | 0 | i
O=C([C@@H]1C[C@H](Oc2cccnc2)CN1C(=O)CC1CCCCC1)N1CCCC1 | 8% | -27% | -6% | 3% | -21% | 4 | i
CC1=NS(=O)(=O)N(Cc2ccccc2)C=C1C(=O)OCc1nc(-c2ccc(C)cc2)no1 | ? | ? | ? | -8% | 4% | 5 | -7%
CC(C)C(=O)N1CCCC(c2nn(C)c(=O)n2C(C)C)C1 (centres undefined) | ? | 14% | i | -3% | 1% | 5 | i
O=C(NCCc1ccc(F)cc1)C1CCN(c2nccc(Nc3ccccc3F)n2)CC1 | -47% | 28µM* | ? | . | ? | -3 | i
Cc1ccc(-c2cc3c(=O)n(CCNC(=O)c4ccco4)ccn3n2)c(C)c1 | -5% | ? | ? | 8.9µM* | -8% | 1 | i
Cc1ccc2c(c1)c1c(c(=O)n(-c3cccc(Cl)c3)c(=O)n1C)n2C | ? | . | . | . | -11% | 14 | .
CC(C)CCNC(=O)c1cnc2n1CCN(Cc1ccccc1Cl)CC2 | 1%[87.6 µM] | ? | ? | -9%[172 µM] | -9%[87.6 µM] | -3 | 1%[88.5 µM]
CN(C)Cc1nnc(C2CC(NC(=O)c3ccc4ncccc4c3)C2)n1C (centres undefined) | 13% | 0% | -20% | 0% | 0% | 17 | -19%
Cc1ccccc1Cn1c2ccccc2c2cnn(CC(=O)NCCc3ccccc3)c(=O)c21 | 50%[activator] | . | . | . | -1% | -18 | .
Following part:
SMILES | SNCA expr inhib | HEK293 tox | NIH3T3 tox | Luciferase inh | SNCA viab count | IP6K1 inh | GPT2 inhibitor
O=C(CSCc1cc(=O)c2cc(F)ccc2[nH]1)Nc1ccccc1Cl | -2% | . | . | . | 7% | 12 | .
Cc1ccc(-n2ncc(C(=O)Nc3ccc4c(c3)OCO4)c2C2CCN(C(=O)OC(C)(C)C)CC2)c(C)c1 | 21% | . | . | . | ? | 29 | .
O=C(NCc1ccccc1)c1nc2sccn2c1-c1cccc(C(F)(F)F)c1 | 2% | -24% | -15% | . | -13% | 13 | -15%
FC(F)(F)c1ccc(N2C3CCC2CN(Cc2ccccc2)C3)cc1 | 2% | ? | ? | . | 6% | 2 | -9%
O=C1c2c(nc(CNCc3cccc(Cl)c3)n2Cc2ccccc2)NCCN1Cc1ccccc1F | -1% | ? | ? | 1% | -23% | -18 | -12%
CC(=O)N1CCN(C(=O)c2cc(-c3ccc(Cl)cc3Cl)c3nncn3n2)CC1 | ? | -27% | -30% | . | -5%[12.5 µM] | 5 | i
Cc1ccc(NC(=O)c2cnc(SCC(=O)N3CCCc4ccccc43)n(C)c2=O)cc1 | 112%[activator] | . | . | . | -3% | -5 | .
Nc1c(C(=O)c2ccc(F)cc2)sc(Nc2ccccc2F)c1S(=O)(=O)c1ccc(Br)cc1 | ? | . | . | . | -12% | -3 | .
